Screens from PubChem.
HPDE-C7 viability: cytotoxicity in HPDE-C7 cells, cell-based, fluorescence, HTS (AID 430); HPDE-C7 pancreatic duct cells viability, fluorescence; higher % means a stronger effect; hit rate 1.8% among 63,000; one-dose cytotoxicity, % at 10 µM; EC50 in µM for titrated hits;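 also: cells exposed to compound for 48 hours before viability readout; 0% = vehicle and 100% = reference cytotoxic drug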
Spn DPM-DC inh: S. pneumoniae DPM-DC inhibitors, primary screen, biochemical, PK/LDH-coupled NADH fluorescence; diphosphomevalonate decarboxylase (Streptococcus pneumoniae D39); purified DPM-DC; calls only at 10 µM; hit rate 0.49% among 65,000; AID 556, 2006;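 active = the 320 compounds with the highest percent inhibition in the single-dose primary screen, excluding strongly autofluorescent ones, cut at about 32% in these data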;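 also: kinetic rate of NADH fluorescence loss reporting ADP formed by the decarboxylase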
PMK inhibit: S. pneumoniae PMK inhibitors, primary screen, biochemical, mevalonate pathway, pilot trial included; purified PMK, PK/LDH-coupled NADH absorbance 340 nm; inhibition, % at 10 µM; hit rate 0.49% among 65,000;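 active = top-ranked compounds by inhibition in the single 10 µM screen, taking a fixed number of the strongest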;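 also: 0% = full reaction with DMSO carrier and 100% = background rate without enzyme reaction; no value below 0 was filed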
LYP inhibition: LYP phosphatase inhibitors, primary screen, biochemical, DiFMUP fluorescence, recombinant catalytic domain, 10 µM (AID 606); recombinant LYP catalytic domain, DiFMUP fluorescence; higher % means a stronger effect; Tyrosine-protein phosphatase non-receptor type 22 (Homo sapiens); inhibition, % at 10 µM, or IC50 in µM where a hit was titrated; 52,000 tested, under 10 active;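 active = IC50 under 40 µM in the dose-response test; inactive = IC50 of 40 µM or more, or never dose-tested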
HT1080 cytotoxicity: cytotoxicity in HT1080 fibrosarcoma cells, cell-based, fluorescence readout (AID 620) | cytotoxicity, % at 10 µM, or EC50 in µM where a hit was titrated | hit rate 0.42% among 87,000 | HT1080 viability, fluorescence; higher % means a stronger effect;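 also: cells exposed to compound overnight then 4 h with Alamar Blue; 0% = vehicle DMSO and 100% = killing control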
MK inhibit: S. pneumoniae MK inhibitors, primary screen, biochemical, PK/LDH-coupled NADH absorbance; mevalonate kinase [Streptococcus pneumoniae D39]; purified MK, PK/LDH-coupled NADH absorbance 340 nm; inhibition, % at 10 µM; hit rate 0.48% among 65,000; AID 555, 2006;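 active = ranked among the strongest by inhibition in the single 10 µM screen, a fixed top-ranked set picked for dose follow-up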; also: no value below 0 was filed
Bfl-1 inhibitors: Bfl-1 inhibitors, primary screen, biochemical, fluorescence polarization, FITC-Bid, mouse (AID 432) | hit rate 0.02% among 64,000 | displacement, % at 20 µM; hits with a dose series show IC50 in µM | FITC-Bid BH3 peptide fluorescence polarization displacement; higher % means a stronger effect | Bcl-2-related protein A1 (Mus musculus); in the data active = a potency from the dose series; inactive = the rest, 99 in 100 with displacement below about 15%; also: strong numbers were not always called active
TNAP inhibition: human TNAP enzyme inhibitors, biochemical, luminescent (AID 518); Alkaline phosphatase, tissue-nonspecific isozyme (Homo sapiens); purified TNAP enzyme, luminescent substrate readout; higher % means a stronger effect; inhibition, % at 20 µM; hits with a dose series show IC50 in µM; hit rate 0.09% among 64,000; in the data active = a potency from the dose series; inactive = the rest, 99 in 100 with inhibition below about 22%;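 also: plate controls were vehicle for no effect and reference inhibitor for full effect; many of its hits are not listed in these tables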
KRASV12 cytotoxicity: cytotoxicity in KRAS-transformed pancreatic duct cells, primary screen, cell-based, fluorescence, HTS (AID 431); cytotoxicity, % at 10 µM; hits with a dose series show EC50 in µM; hit rate 1.7% among 63,000; HPDE-C7K KRASV12 cells, Alamar Blue viability, 48 h; higher % means a stronger effect;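 active = compounds whose percent cytotoxicity in the single-dose primary screen, scaled between solvent and toxic-drug controls, exceeds 50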;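 also: 0% = DMSO solvent wells and 100% = doxorubicin-treated wells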
PMK inhibit pilot replicates: recorded beside PMK inhibit, whose call it bears; inhibition, %; measured here: pilot screen replicates
MK inhibit pilot replicates: recorded beside MK inhibit, whose call it bears; inhibition, %; measured here: pilot screen replicates
Spn DPM-DC inh pilot screen %: recorded beside Spn DPM-DC inh, whose call it bears; inhibition, %; measured here: pilot screen trials
Starred values were filed as active, the others as inactive; i = inactive; . = no result given. Rule as the data show it, unless noted: active = cytotoxicity above about 50%; inactive = the rest. Random draw from the library; overall some 3.4% were active at least once.

SMILES	HPDE-C7 viability	Spn DPM-DC inh	PMK inhibit	LYP inhibition	HT1080 cytotoxicity	MK inhibit	Bfl-1 inhibitors	TNAP inhibition	KRASV12 cytotoxicity	others
O=C(NCCCN1CCN(Cc2ccccc2)CC1)C1CCN(S(=O)(=O)N2CCCC2)CC1	-7%	i	26*	5%	-1%	0	-6%	5%	-15%
O=C(CSc1nnc(-c2ccc(O)cc2)n1Cc1ccco1)N1CCc2ccccc2C1	9%	i	8	.	-6%	0	4%	3%	4%
c1cnc(-c2nnc3n2CCCCC3)cn1	11%	i	14	10%	-1%	0	-3%	2%	7%
O=C(NCc1ccccn1)c1c(O)c2cccc3c2n(c1=O)CC3	0%	i	14	14%	16%	13	-3%	7%	16%
CN(C1CCCCC1)S(=O)(=O)c1ccccc1	-2%	i	5	9%	-12%	6	2%	12%	10%
CCC(Oc1ccc2ccccc2c1)C(=O)O (stereo not drawn)	1%	i	0	-2%	6%	5	-4%	12%	4%	PMK inhibit pilot replicates=3.5;MK inhibit pilot replicates=0.0;Spn DPM-DC inh pilot screen %=0.0
COc1ccc(CNC(=O)c2ccc3nccnc3c2)cc1	-3%	i	12	2%	0%	8	-4%	17%	-11%
c1ccc(Cc2nn[nH]n2)cc1	-7%	i	2	6%	1%	9	5%	12%	-5%
O=C(Cn1cc2c(n1)CCCCC2)N1CCCCC1	46%	i	6	-4%	0%	4	8%	6%	6%
COc1ccc(OC)c(-n2nnnc2SCC(=O)NCc2ccc3c(c2)OCO3)c1	-1%	i	0	-9%	2%	0	-7%	15%	3%	PMK inhibit pilot replicates=0.0;MK inhibit pilot replicates=0.0;Spn DPM-DC inh pilot screen %=0.0
CN(C)C(CNS(=O)(=O)c1ccc(Br)cc1)c1cccnc1 (stereo not drawn)	-17%	i	0	4%	13%	14	-7%	3%	-11%
O=C(OCC(=O)N1CCN(C(=O)c2ccco2)CC1)c1cc(=O)c2ccccc2o1	2%	i	12	-3%	-6%	3	7%	-4%	-2%
Cc1cc(C)c2c3c(sc2n1)C(=O)N(C)CC(=O)N3	-2%	i	10	-4%	-3%	2	-8%	13%	-10%
COc1ccc(-n2nc3c(c2NC(=O)c2c(F)cccc2Cl)CS(=O)C3)cc1 (stereo not drawn)	-3%	i	5	-5%	-2%	9	2%	3%	10%
Cc1cccc(OCCNc2nc3c(c(=O)n(C)c(=O)n3C)n2C)c1	1%	i	14	.	-3%	0	-8%	18%	8%
Cc1ccc(CSc2nc3c(c(=O)[nH]c(=O)n3C)n2CCC(C)C)cc1	-2%	i	17	-1%	-2%	2	3%	11%	2%
Cc1cc(C)nc(SCC(=O)Nc2ncc3c(n2)CC(C)(C)CC3=O)n1	-30%	i	4	-1%	11%	9	5%	5%	-9%
COc1cc(-c2nn3c(-c4ccccn4)nnc3s2)cc(OC)c1OC	6%	i	5	-5%	-7%	2	0%	10%	10%
Oc1ccc2oc3c(c2c1/C=N/n1cnnc1)CCCC3	-15%	i	0	0%	-6%	0	-8%	12%	-21%
c1cncc(-c2nc3ccccc3o2)c1	3%	i	9	-3%	-5%	0	2%	4%	10%
COc1ccc(CCNC(=O)c2nnn(-c3ccccc3OC)c2N)cc1OC	-17%	i	8	4%	2%	3	-2%	-4%	-18%
Cc1cc(C)c2nc(C(F)(F)F)nc(N3CCN(C(=O)c4ccco4)CC3)c2c1	3%	i	4	-9%	0%	8	6%	8%	-7%
CC(=O)c1c(O)cc(C)n(Cc2ccccc2)c1=O	.	i	5	-3%	1%	12	.	.	.
O=C(Nc1cccc(O)c1)c1ccc(Br)c(S(=O)(=O)N2CCCCC2)c1	1%	i	0	.	4%	12	1%	-1%	13%

Filtered by structure, the entries above containing an NH in an aromatic ring
SMILES	HPDE-C7 viability	Spn DPM-DC inh	PMK inhibit	LYP inhibition	HT1080 cytotoxicity	MK inhibit	Bfl-1 inhibitors	TNAP inhibition	KRASV12 cytotoxicity	others
c1ccc(Cc2nn[nH]n2)cc1	-7%	i	2	6%	1%	9	5%	12%	-5%
Cc1ccc(CSc2nc3c(c(=O)[nH]c(=O)n3C)n2CCC(C)C)cc1	-2%	i	17	-1%	-2%	2	3%	11%	2%

More compounds follow.
SMILES	HPDE-C7 viability	Spn DPM-DC inh	PMK inhibit	LYP inhibition	HT1080 cytotoxicity	MK inhibit	Bfl-1 inhibitors	TNAP inhibition	KRASV12 cytotoxicity	others
O=C(COc1ccccc1)Nc1ccc(Cl)c(-c2nc3ncccc3o2)c1	16%	i	0	16%	1%	1	-6%	5%	9%
CCOc1ccccc1NC(=O)c1ccc(S(=O)(=O)N2CCOCC2)cc1	-11%	i	8	-5%	-18%	6	5%	8%	-29%
COC1CCCCC1NS(=O)(=O)c1ccc(Cl)cc1 (stereo not drawn)	1%	i	0	2%	2%	6	0%	-7%	4%
O=S(=O)(c1ccc(Cl)s1)N1CCN(C/C=C/c2ccccc2)CC1	-11%	i	7	5%	23%	13	-1%	3%	-8%

In the list so far, 10 contain a carbonyl joined to an NH by a bond outside any ring:
SMILES	HPDE-C7 viability	Spn DPM-DC inh	PMK inhibit	LYP inhibition	HT1080 cytotoxicity	MK inhibit	Bfl-1 inhibitors	TNAP inhibition	KRASV12 cytotoxicity	others
O=C(NCCCN1CCN(Cc2ccccc2)CC1)C1CCN(S(=O)(=O)N2CCCC2)CC1	-7%	i	26*	5%	-1%	0	-6%	5%	-15%
O=C(NCc1ccccn1)c1c(O)c2cccc3c2n(c1=O)CC3	0%	i	14	14%	16%	13	-3%	7%	16%
COc1ccc(CNC(=O)c2ccc3nccnc3c2)cc1	-3%	i	12	2%	0%	8	-4%	17%	-11%
COc1ccc(OC)c(-n2nnnc2SCC(=O)NCc2ccc3c(c2)OCO3)c1	-1%	i	0	-9%	2%	0	-7%	15%	3%	PMK inhibit pilot replicates=0.0;MK inhibit pilot replicates=0.0;Spn DPM-DC inh pilot screen %=0.0
COc1ccc(-n2nc3c(c2NC(=O)c2c(F)cccc2Cl)CS(=O)C3)cc1 (stereo not drawn)	-3%	i	5	-5%	-2%	9	2%	3%	10%
Cc1cc(C)nc(SCC(=O)Nc2ncc3c(n2)CC(C)(C)CC3=O)n1	-30%	i	4	-1%	11%	9	5%	5%	-9%
COc1ccc(CCNC(=O)c2nnn(-c3ccccc3OC)c2N)cc1OC	-17%	i	8	4%	2%	3	-2%	-4%	-18%
O=C(Nc1cccc(O)c1)c1ccc(Br)c(S(=O)(=O)N2CCCCC2)c1	1%	i	0	.	4%	12	1%	-1%	13%
O=C(COc1ccccc1)Nc1ccc(Cl)c(-c2nc3ncccc3o2)c1	16%	i	0	16%	1%	1	-6%	5%	9%
CCOc1ccccc1NC(=O)c1ccc(S(=O)(=O)N2CCOCC2)cc1	-11%	i	8	-5%	-18%	6	5%	8%	-29%
